hcDAF12 agonist – H. contortus DAF-12 activation, primary screen. HEK293 hcDAF-12 lit1-tk-luc reporter, luminescence; 0% DMSO, 100% Δ7-dafachronic acid. activation, % at 6.8 µM. 370,000 tested, 1.4% active. AID 652067;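 active means activation above the mean of all tested compounds plus 3 SD, cut at about 5.5% in these data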;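 further: 100% = response to 3 µM Δ7-dafachronic acid high control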
PG9 Ab binder – binds the HIV-1 gp120 antibody PG9. 360,000 tested, 0.43% active. AID 624416. TR-FRET gp120-PG9 antibody binding. inhibition, % at 6.7 µM; in the data active means inhibition above about 8.5%
DAX1 inh-1 – DAX1 (NR0B1) inhibition, primary screen. HEK293T StAR-luciferase reporter, SF-1/DAX-1 repression relief. inhibition, % at 6.8 µM. 370,000 tested, 1.1% active. AID 652010;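 active means inhibition above the mean over all tested compounds plus 3 SD, cut at about 3.6% in these data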;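 further: 0% = DAX-1 cells with DMSO and 100% = cells lacking DAX-1 with DMSO; higher inhibition means more luminescence from relief of DAX-1 repression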
GC-A act – GC-A (human) enzyme activation | HEK293 GC-A cells, cGMP TR-FRET, EC30 ANP; 0% at EC30 ANP, 100% saturating ANP | activation, % at 10 µM | 370,000 tested, 0.14% active | AID 1671463; in the data active means activation above about 40%
ADAM17 inh – inhibitors of human ADAM17; P78536; recombinant ADAM17, EDANS/DABCYL FRET peptide cleavage; inhibition, % at 6.95 µM; 370,000 tested, 0.83% active; AID 720648;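 active means inhibition above the mean of compounds lying between control limits plus 3 SD, set per campaign, cut at about 8.5% in these data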;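 further: 0% = DMSO-only wells as the low control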
Target sequence (P78536 215-824 limits assumed): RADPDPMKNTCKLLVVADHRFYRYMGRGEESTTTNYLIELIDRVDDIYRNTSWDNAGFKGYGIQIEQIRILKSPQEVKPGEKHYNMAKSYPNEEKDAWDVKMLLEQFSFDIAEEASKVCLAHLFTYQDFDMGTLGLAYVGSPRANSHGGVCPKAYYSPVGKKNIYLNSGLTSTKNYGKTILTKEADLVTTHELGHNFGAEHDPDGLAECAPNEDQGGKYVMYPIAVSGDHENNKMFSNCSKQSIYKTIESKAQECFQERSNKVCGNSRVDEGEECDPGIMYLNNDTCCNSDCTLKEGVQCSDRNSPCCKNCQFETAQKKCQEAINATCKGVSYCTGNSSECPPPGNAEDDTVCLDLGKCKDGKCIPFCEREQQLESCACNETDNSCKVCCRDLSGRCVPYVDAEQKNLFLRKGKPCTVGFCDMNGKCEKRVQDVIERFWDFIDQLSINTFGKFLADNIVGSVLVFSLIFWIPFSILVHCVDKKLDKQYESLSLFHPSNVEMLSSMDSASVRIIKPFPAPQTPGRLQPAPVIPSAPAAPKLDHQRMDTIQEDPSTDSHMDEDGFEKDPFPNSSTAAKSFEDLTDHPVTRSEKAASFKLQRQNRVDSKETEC
DAX1 inh-2 – NR0B1 (DAX1) inhibition. 340,000 tested, 0.99% active. AID 504766. HEK293 Gal4-DAX1 luciferase reporter, luminescence. inhibition, % at 6.75 µM;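 active means inhibition above the mean over all tested compounds plus 3 SD, cut at about 4.2% in these data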;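 further: 0% = DAX1-transfected cells with DMSO and 100% = empty-vector control cells with DMSO; inhibition shows as a rise in luminescence from relieved DAX1 repression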
FXN GAA850 act – activators of GAA850 frataxin (FXN) promoter. AID 540364. 360,000 tested, 0.56% active. HEK293 lucGAA850 FXN promoter luciferase reporter, 24 h; percent of 10 µM SAHA response. activation, % at 6 µM;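 active means activation above the average of all compounds screened plus 3 SD, cutoff fixed separately per campaign, cut at about 7.5% in these data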;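 further: 0% = DMSO wells and 100% = 10 µM SAHA wells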
SMARCA2 act – activators of SMARCA2 function | MG213 cells, MMTV-luciferase reporter, dexamethasone, overnight | activation, % at 9.1 µM | 370,000 tested, 1% active; in the data active means activation above about 7.8%;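 further: 0% = vehicle wells and 100% = reference activator wells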
ssDAF-12 act – S. stercoralis DAF-12 activation, primary screen. HEK293 ssDAF-12/GRIP1 lit1-tk-luc reporter, luminescence; % of 3 µM dafachronic acid response. activation, % at 6.8 µM. 370,000 tested, 1% active. AID 652126;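 active means activation above the mean over all tested compounds plus 3 SD, cut at about 0.9% in these data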;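 further: 0% = DMSO-only wells and 100% = 3 µM delta7-dafachronic acid wells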
hgDAF-12 ag – activates the H. glycines DAF-12 receptor ligand-binding domain; AID 687014; 370,000 tested, 1.8% active; activation, % at 6.8 µM; HEK293 GAL4-hgDAF12 UAS-luciferase reporter, agonist luminescence; normalized to butyrate control;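 active means activation above a cutoff set at the mean of all screened compounds plus 3 SD, cut at about 10% in these data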;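 further: 0% = DMSO wells and 100% = sodium butyrate wells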
ADAM10 inh – ADAM10 inhibition, QFRET primary screen; inhibition, % at 7 µM; O14672; recombinant ADAM10, EDANS/DABCYL FRET peptide cleavage, 3 h; 370,000 tested, 0.62% active; AID 720582;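 active means inhibition above a per-campaign cutoff equal to the mean of compounds falling between control-based bounds plus 3 SD, cut at about 20% in these data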;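 further: 0% = DMSO wells while the 100% control is not disclosed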
Target sequence (O14672 214-748 limits assumed): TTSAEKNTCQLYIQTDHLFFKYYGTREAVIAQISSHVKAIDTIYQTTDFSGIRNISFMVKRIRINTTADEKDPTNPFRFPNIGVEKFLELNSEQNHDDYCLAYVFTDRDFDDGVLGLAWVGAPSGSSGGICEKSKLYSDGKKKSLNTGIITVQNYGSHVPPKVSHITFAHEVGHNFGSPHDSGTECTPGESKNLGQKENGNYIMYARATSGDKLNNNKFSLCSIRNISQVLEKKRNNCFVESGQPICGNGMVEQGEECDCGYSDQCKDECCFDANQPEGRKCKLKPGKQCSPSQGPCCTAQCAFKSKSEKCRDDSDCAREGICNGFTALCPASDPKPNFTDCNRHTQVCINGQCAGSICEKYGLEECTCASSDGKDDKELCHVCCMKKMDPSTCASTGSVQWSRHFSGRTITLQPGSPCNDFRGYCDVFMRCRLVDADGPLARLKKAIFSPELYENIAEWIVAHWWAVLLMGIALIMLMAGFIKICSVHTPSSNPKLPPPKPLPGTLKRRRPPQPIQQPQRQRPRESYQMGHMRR
The depositor's hits bear a star; i = inactive; x = no result given.

SMILES | hcDAF12 agonist | PG9 Ab binder | DAX1 inh-1 | GC-A act | ADAM17 inh | DAX1 inh-2 | FXN GAA850 act | SMARCA2 act | ssDAF-12 act | hgDAF-12 ag | ADAM10 inh
COc1ccccc1C(=O)NCCNc1nc2cc(C)cc(C)c2cc1C#N | -2.0 | 0.0 | -0.3 | -4 | -24 | 0.6 | 1.2 | -3 | -1.3 | -1.1 | -66
O=C(NCc1cccnc1)/C(=C\c1ccc(-c2ccc(Br)cc2)o1)S(=O)(=O)c1ccccc1 | -6.1 | 0.6 | -4.4 | -39 | -10 | -4.5 | -7.7 | -7 | -2.7 | -15 | -40
O=C(CCCn1c(=S)[nH]c2cc3c(cc2c1=O)OCO3)NCCc1ccccc1Cl | -0.3 | 4.8 | 2.6 | -6 | 0 | 0.4 | 2.1 | -1 | -1.7 | -1.7 | -12
Cc1ccc2c(c1)C(c1ccc([N+](=O)[O-])cc1)=NNC(c1ccc(Br)cc1)=N2 | 0.2 | -2.8 | 0.7 | -8 | 1 | 0.2 | -0.8 | 0 | -0.9 | 2.8 | 5
O=C(NCc1ccco1)c1ccc(Cl)nc1 | -1.0 | -0.9 | 0.0 | 2 | -4 | 1.8 | 2.1 | -4 | -1.0 | -2.0 | -10
O=C(Nc1ccccc1)OC1C2CCC1C(N1CCCCC1)CC2 (configuration not stated) | 0.4 | -0.8 | -0.2 | 1 | -4 | -1.1 | 0.8 | -4 | -1.1 | 2.5 | 1
COc1ccc(Cl)cc1Nc1nc(C)nc2c1oc1ccccc12 | -1.9 | -0.3 | -0.1 | -5 | -4 | -0.7 | 1.4 | -3 | -1.2 | 0.0 | -1
O=c1[nH]c2ccccc2cc1-c1nnn(-c2ccc(Cl)c(Cl)c2)n1 | 4.3 | -0.6 | 0.2 | 1 | -8 | -0.1 | -0.6 | 1 | 0.1 | 1.7 | -26
CCC1CCCCN1CCCNC(=O)Cn1nc(C)n2nc(-c3ccccc3)cc2c1=O (configuration not stated) | -1.8 | -0.8 | 0.2 | 3 | -3 | 0.8 | -0.2 | -1 | -1.2 | 1.8 | -6
CC1CN(C(=O)Nc2ccc3snnc3c2)c2ccccc21 (configuration not stated) | 0.9 | 0.8 | -1.7 | -3 | -4 | 2.3 | -1.4 | 1 | -0.1 | 3.2 | -19
CC(=O)c1ccc(OC(=O)CCNC(=O)c2ccccc2)cc1 | -2.4 | -0.6 | 2.8 | -1 | -2 | 1.0 | -0.3 | 0 | -1.4 | -0.3 | -12
O=C(CCNC(=O)c1ccccc1)NCC1CCCCC1 | 1.4 | -0.2 | 0.7 | 1 | -2 | 0.5 | -0.5 | 0 | -1.4 | 0.6 | 9
O=C(CCc1nc2ccccc2[nH]c1=O)OCc1ccc(S(=O)(=O)N2CCOCC2)cc1 | -0.5 | -0.4 | 0.7 | -4 | -19 | -1.5 | 1.5 | 1 | -1.6 | 0.3 | -40
CCOc1c2ccc(C(=O)NCc3cc(C(F)(F)F)cc(C(F)(F)F)c3)cc2nn1CCOC | -2.5 | -1.4 | -0.6 | 5 | -156 | -0.6 | 0.9 | 1 | -1.9 | 1.7 | i
O=C(C1CCCO1)N1CCN(S(=O)(=O)c2ccc(F)cc2)CC1 (configuration not stated) | 0.5 | 1.8 | -0.2 | -1 | -1 | 0.1 | 3.0 | -1 | -0.5 | 1.9 | -12
O=C(NC1CCCCCC1)c1c2c(nc3ccccc13)CCN(Cc1ccccc1)C2 | 4.9 | -0.1 | -0.1 | 1 | -83 | -1.5 | -0.1 | -2 | -0.6 | -3.0 | -271
CC(C)(C)c1cc(=O)[nH]c(SCc2ccccc2Cl)n1 | -0.4 | -0.8 | -0.1 | -6 | 2 | 1.6 | 0.3 | 2 | -0.5 | 1.6 | 1
CCCCNC(=O)c1cn(CC)c2ccc(S(=O)(=O)N3CCCC3)cc2c1=O | -2.2 | -2.0 | 0.0 | -1 | -3 | 1.3 | 2.0 | -3 | -1.4 | 0.3 | -3
CCOC(=O)N/N=C/c1cn(Cc2ccc(F)cc2)c2ccccc12 | -1.8 | 0.8 | -0.4 | -2 | 3 | -0.4 | 0.9 | -3 | -2.1 | -1.9 | -3
O=C(NC1CC1)C1=C[C@H](C2CCCCC2)C[C@H](OCCCCO)O1 | -0.7 | 0.3 | 0.2 | 2 | -7 | 0.3 | 2.4 | 1 | -1.2 | 1.6 | -19
CCn1c(NCc2cccc(OC)c2OC)nc2ccccc21 | -1.8 | 1.3 | 1.2 | -4 | -5 | -0.4 | 0.4 | 0 | -0.8 | 2.7 | -6
COc1ccc(C(=O)NCC(=O)N2CC=C(c3ccccc3)CC2)cc1OC | -2.3 | -2.4 | -0.5 | 1 | 1 | -1.0 | 1.7 | -3 | -1.4 | -0.3 | -7
C[C@H](CO)N1C[C@H](C)[C@H](CN(C)C(=O)Nc2cccc(F)c2)Oc2cc(C#CC3(O)CCCC3)ccc2S1(=O)=O | -1.4 | -0.5 | -0.7 | -1 | 6 | -0.3 | -3.9 | -3 | -1.5 | 1.9 | -12
Nc1nc(-c2ccccc2Cl)cs1 | 1.5 | 0.5 | 1.2 | 5 | -7 | x | 3.3 | -1 | 0.1 | -2.4 | -4
CCCn1c(N)c(N(CCOC)C(=O)c2ccc([N+](=O)[O-])cc2Cl)c(=O)[nH]c1=O | 0.7 | -2.0 | -0.3 | 3 | -1 | 0.1 | 0.4 | 1 | -1.0 | -1.0 | 1
CCC(C)(C)NC(=O)C(c1ccc(C)o1)N(Cc1cccs1)C(=O)Cn1nnc2ccccc21 (configuration not stated) | -0.7 | 1.2 | -0.3 | -22 | -3 | -0.3 | -3.3 | 1 | -1.6 | 0.5 | 2
C=CCNc1nc(N)c(C(=O)c2ccc3c(c2)OCO3)s1 | -1.5 | -4.1 | 0.4 | -22 | 6 | 1.0 | -0.4 | 2 | -1.4 | 5.0 | 15
COC(=O)c1ccc(Nc2nc3ccc(C)cc3n3cnnc23)cc1 | -1.0 | 0.7 | 0.0 | 1 | -3 | -0.7 | 4.1 | 8 | -1.0 | -3.1 | -7
CCOC(=O)c1ccc(NC(=O)C2CCCN(S(=O)(=O)c3ccc(F)cc3)C2)cc1 (configuration not stated) | -6.2 | 3.3 | -3.9 | -6 | 8.8* | -2.7 | -3.6 | -5 | -3.1 | -9.7 | 25*
COc1ccc(CCNC(=O)c2cn3ccc(C)cc3n2)cc1OC | -1.1 | -1.4 | -0.3 | 7 | -3 | -1.0 | 1.4 | 1 | -0.7 | 3.0 | -15
COc1ccc(NC(=O)CCSCCC(=O)Nc2ccc(OC)cc2OC)c(OC)c1 | 0.4 | -1.5 | -0.4 | 1 | 7 | -0.7 | 0.2 | -6 | -1.8 | -1.6 | 12
O=C(CC1SCCNC1=O)Nc1ccc(Cl)c(Cl)c1 (configuration not stated) | 1.0 | 0.3 | 1.8 | 5 | 2 | 1.1 | 2.3 | -1 | -0.7 | 1.6 | -11
CCOC(=O)c1oc2ccccc2c1COC(=O)CNC(=O)c1ccccc1OC | -2.4 | 0.1 | -1.1 | 1 | -3 | 1.4 | 1.1 | -1 | -1.2 | 1.0 | -6
C=Cc1ccc(CSc2cc(C)nc3nc(C)nn23)cc1 | -3.0 | -1.0 | -0.6 | 0 | -7 | 2.4 | 0.5 | -2 | -1.4 | 0.9 | 0
S=C(NCc1cccnc1)Nc1ccc(Cl)c(Cl)c1 | -1.7 | -2.1 | -0.9 | 1 | 6 | -1.5 | -1.6 | -6 | -1.5 | 4.2 | 18
CCN(CC)C(=O)CC[C@H]1CC[C@]2(CCCN(Cc3ccc(N(C)C)cc3)C2)O1 | -1.3 | x | 0.2 | -2 | -1 | x | x | -3 | -0.8 | -0.3 | 0
Cc1ccc(S(=O)(=O)N2CCOCC2)cc1C(=O)OCC(=O)c1ccc[nH]1 | -2.0 | -1.1 | 0.6 | 1 | 0 | 0.2 | 0.0 | 0 | -1.7 | 1.4 | -7
COc1cccc(NC(=O)CN2CCN(S(=O)(=O)c3ccc(F)cc3)CC2)c1 | -1.0 | -0.2 | -0.3 | 1 | -4 | -0.1 | 0.8 | -3 | -1.9 | -0.5 | 4
Cc1ccccc1NC(=O)COC(=O)c1ccc(CSc2ccc(Cl)cc2)cc1 | -0.1 | -1.2 | 0.6 | 1 | -3 | -0.7 | -1.9 | -2 | -1.1 | -1.7 | -5
Oc1ccc(Br)cc1-c1cc(-c2ccccc2F)[nH]n1 | 5.8* | -2.9 | 0.5 | 2 | 2 | 0.2 | 7.0 | 3 | 0.4 | 4.9 | 6
CC1CCCC(C)N1C(=O)c1ccc(S(=O)(=O)N2CCCC2)cc1 (configuration not stated) | -1.2 | -0.7 | 0.3 | 0 | -5 | 0.6 | -0.5 | 1 | -1.4 | 0.1 | -8
CN1C(=O)[C@@]2(C3=C(CCCC3=O)OC3=C2C(=O)OC2(CCCCC2)C3)c2ccccc21 | -0.6 | -0.2 | 0.8 | 3 | -3 | x | x | -1 | -0.9 | -0.8 | -7
COc1cc(C2C(C(=O)C(C)(C)C)=C(O)C(=O)N2Cc2ccccc2)ccc1O (configuration not stated) | -0.2 | 1.4 | -0.2 | -1 | 5 | -1.1 | 4.8 | 2 | -0.8 | 1.8 | 9
COc1ccccc1CNS(=O)(=O)c1ccc2c(c1)oc(=O)n2C | -1.5 | 1.1 | -0.7 | 4 | -2 | 1.4 | 0.1 | -6 | -1.6 | -3.2 | -7
NC(=O)c1ccccc1NC(=O)c1ccccc1S(=O)(=O)c1ccccc1[N+](=O)[O-] | -0.4 | 2.2 | 0.5 | -1 | -2 | 0.1 | 0.1 | -1 | -1.4 | -4.2 | -4
Cc1ccc(C(=O)NCC(=O)OC(C)C(=O)NCCC2=CCCCC2)cc1C (configuration not stated) | -2.3 | 0.5 | -0.1 | 3 | -2 | 0.1 | 0.4 | -2 | -0.7 | 0.6 | -2
CCCc1cc(C(=O)Nc2cccnc2Cl)no1 | -0.5 | 1.1 | 1.2 | -1 | -5 | 0.4 | 4.4 | 4 | -0.5 | 5.3 | -21
COc1ccc(OC)c(NC(=S)Nc2ccccc2)c1 | 0.8 | -3.4 | -0.5 | -1 | 2 | -0.4 | 1.4 | 0 | 0.1 | 2.3 | -2
CCCNC(=O)NC(=O)COC(=O)c1ccc(OC)c(S(=O)(=O)N2CCCc3ccccc32)c1 | -0.6 | 0.4 | -0.3 | -1 | 0 | 0.2 | -0.1 | -3 | -0.9 | -1.0 | 5
CCOCc1nnc(NC(=O)C2CC(=O)N(CCc3ccc(F)cc3)C2)s1 (configuration not stated) | -0.3 | -1.2 | 0.5 | -2 | -1 | -2.3 | 0.2 | -2 | -1.6 | 2.1 | 2
COc1ccc(OC)c(S(=O)(=O)N2CCC(C(=O)N(C)Cc3ccccc3)CC2)c1 | -1.3 | 0.1 | 0.0 | -4 | -4 | -1.1 | 1.0 | -3 | -1.1 | 2.9 | 6

Random excerpt: two compounds from above
SMILES | hcDAF12 agonist | PG9 Ab binder | DAX1 inh-1 | GC-A act | ADAM17 inh | DAX1 inh-2 | FXN GAA850 act | SMARCA2 act | ssDAF-12 act | hgDAF-12 ag | ADAM10 inh
COc1ccc(OC)c(NC(=S)Nc2ccccc2)c1 | 0.8 | -3.4 | -0.5 | -1 | 2 | -0.4 | 1.4 | 0 | 0.1 | 2.3 | -2
Cc1ccc(C(=O)NCC(=O)OC(C)C(=O)NCCC2=CCCCC2)cc1C (configuration not stated) | -2.3 | 0.5 | -0.1 | 3 | -2 | 0.1 | 0.4 | -2 | -0.7 | 0.6 | -2
